PI5P4K alpha inh: qHTS for Inhibitors of phosphatidylinositol 5-phosphate 4-kinase (PI5P4K). PI5P4Kalpha enzyme, ADP-Glo luminescence, 60 min; active compounds read low. Phosphatidylinositol 5-phosphate 4-kinase type-2 alpha (Homo sapiens), P48426. max response, %. 330,000 tested, 1.2% active; active = max response of -50% or lower; inconclusive = between -30% and -50%; inactive = -30% or higher; also: value at the top dose of about 77 µM; % is scaled to controls: 0 for no effect and ±100 for the full control effect
Target sequence (P48426 whole entry, looked up): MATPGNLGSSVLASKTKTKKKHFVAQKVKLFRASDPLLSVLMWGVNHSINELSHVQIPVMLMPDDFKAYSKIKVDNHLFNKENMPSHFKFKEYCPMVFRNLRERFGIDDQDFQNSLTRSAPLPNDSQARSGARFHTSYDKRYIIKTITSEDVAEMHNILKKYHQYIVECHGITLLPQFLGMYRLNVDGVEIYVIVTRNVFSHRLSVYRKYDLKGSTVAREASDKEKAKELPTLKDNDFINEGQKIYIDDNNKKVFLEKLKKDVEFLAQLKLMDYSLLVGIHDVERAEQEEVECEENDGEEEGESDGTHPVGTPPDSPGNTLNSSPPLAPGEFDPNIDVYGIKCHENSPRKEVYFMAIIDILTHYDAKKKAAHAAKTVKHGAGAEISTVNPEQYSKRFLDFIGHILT
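qHTS, 1536-well: enzyme/substrate mix, compound by pin tool, 5 microM ATP final; RT 60 min; ADP-Glo reagents 1 (45 min) then 2 (30 min); luminescence.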
aSyn rescue: qHTS of alpha-syn Inhibitors; Yeast expressing alpha-synuclein, growth rescue, BacTiter-Glo, 24 h; 370,000 tested, 0.14% active; Potency, µM (series often up to 46.1 µM), without a hit: at the top dose growth rescue (activation), usual class: activators; also: potency is read from the fitted curve at half-maximal effect; % of control where 0% means no effect; nearly all actives have a fitted effect of over 65% in size
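Galactose-induced alpha-syn yeast (OD600=0.02, raffinose-pregrown) + pinned cpd, 24 hr, 30 deg C; growth by BacTiter-Glo luminescence. Growth restoration scores as activation.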
EPAC1 antag: qHTS for Antagonist of cAMP-regulated guanine nucleotide exchange factor 3 (EPAC1): primary screen. Rap guanine nucleotide exchange factor 3 (Homo sapiens), O95398. EPAC1 GEF assay, Rap1b-BODIPY-GDP exchange fluorescence. AID 720709, 2013. Potency, µM (top dose mostly 115 µM), without a hit: top-dose activity change, negative = inhibition, hits mostly inhibitors. 360,000 tested, 0.14% active;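 also: potency is read from the fitted curve at half-maximal effect; plate controls were vehicle for no effect and positive control for full effect; nearly all actives have a fitted effect of over 50% in size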
FUS suppressor: qHTS for Suppressors of FUS Proteinopathy: Primary screen using FUS-linked yeast assay; S. cerevisiae FUS-expressing, growth rescue, OD600, 24 h; AID 1347120, 2019; 390,000 tested, 0.24% active; Potency, µM (titrated, usually from 76.6 µM), without a hit: at the highest dose growth rescue (activation), actives largely listed as activators;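 also: potency is read from the fitted curve at half-maximal effect; plate controls were DMSO vehicle for no effect and reference control for full effect; nearly all actives have a fitted effect of over 55% in size; some results filed as inactive show a strong effect at the top dose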
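Read-out: OD at 600 nm after 24hr at 30C, reporting rescue of FUS-induced yeast toxicity. Cells at OD 0.005 in galactose (2%) minimal medium; compounds tested in a dilution series; CP55940 titration from 92uM final as control.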
WRN inhibitor: qHTS for Inhibitors of WRN Helicase. WRN helicase unwinding, fluorescent forked duplex, kinetic. Potency, µM (doses to about 114 µM), for the others: top-dose activity change, negative = inhibition, actives largely listed as inhibitors. 360,000 tested, 0.46% active. AID 651768, 2012; also: potency is read from the fitted curve at half-maximal effect; % is scaled to controls: 0 for no effect and ±100 for the full control effect; nearly all actives have a fitted effect of over 55% in size
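Kinetic fluorescence helicase assay: unwinding of a quenched forked DNA duplex (100 nM final) with 2 mM ATP final raises red fluorescence (525/598 nm). Compounds sat 15 min at room temperature with 20 nM WRN beforehand.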
PLK1 PBD inh: qHTS for Inhibitors of PLK1-PDB (polo-like kinase 1 - polo-box domain): Primary Screen; Serine/threonine-protein kinase PLK1 (Homo sapiens), P53350; Plk1 PBD binding of FITC phosphopeptide, fluorescence polarization; Potency, µM, for inactives: max response, negative = inhibition, usual class: inhibitors; 360,000 tested, 2.8% active; AID 720504, 2013; also: potency is read from the fitted curve at half-maximal effect; series mostly up to about 57 µM; % is scaled to controls: 0 for no effect and ±100 for the full control effect; nearly all actives have a fitted effect of over 65% in size
Target sequence (P53350 whole entry, looked up, the tested form may be a part): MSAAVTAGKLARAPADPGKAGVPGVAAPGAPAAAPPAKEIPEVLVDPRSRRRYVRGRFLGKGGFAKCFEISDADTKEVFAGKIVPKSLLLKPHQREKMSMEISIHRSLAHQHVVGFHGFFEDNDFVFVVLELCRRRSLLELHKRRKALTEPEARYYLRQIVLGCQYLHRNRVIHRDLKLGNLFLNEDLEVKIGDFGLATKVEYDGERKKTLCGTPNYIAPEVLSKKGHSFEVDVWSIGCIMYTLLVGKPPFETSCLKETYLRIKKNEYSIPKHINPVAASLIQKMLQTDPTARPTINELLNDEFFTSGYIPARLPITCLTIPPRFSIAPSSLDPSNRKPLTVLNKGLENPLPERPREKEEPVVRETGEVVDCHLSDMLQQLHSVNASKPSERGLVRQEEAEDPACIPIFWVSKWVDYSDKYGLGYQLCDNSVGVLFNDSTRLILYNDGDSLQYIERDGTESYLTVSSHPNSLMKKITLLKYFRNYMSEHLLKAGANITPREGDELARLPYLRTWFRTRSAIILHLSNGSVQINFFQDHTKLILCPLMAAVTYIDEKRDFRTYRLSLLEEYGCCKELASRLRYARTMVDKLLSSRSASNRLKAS
IL-2 act: qHTS of IL-2 Activators; 360,000 tested, 0.065% active; AID 652025, 2013; activation, % (series mostly up to about 46 µM); IL-2 activation reporter assay, cell-based qHTS; stimulated with anti-CD3/CD4/CD28 beads; in transgenic mouse T cells; in the data active = activation above about 50%; inconclusive = mostly about 30% to 49%; also: 0% is about no effect
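First, unstimulated transgenic mouse T cells were exposed to compound for 60 min. Next, anti-CD3/anti-CD4-coated beads with anti-CD28 were added. Finally, after 18 h at 37 degrees C, EGFP and DsRed were imaged.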
EPAC1 ag: qHTS for Agonist of cAMP-regulated guanine nucleotide exchange factor 3 (EPAC1): primary screen; EPAC1 agonist qHTS, biochemical assay; response scale: 100% = response to 6.5 mM cAMP; 360,000 tested, 0.073% active; AID 720707, 2013; Potency, µM (top dose mostly 154 µM), inactives show top-dose activation, usual class: activators; Rap guanine nucleotide exchange factor 3 (Homo sapiens), O95398; also: potency is read from the fitted curve at half-maximal effect; nearly all actives have a fitted effect of over 60% in size
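EPAC1 100 nM, Rap1B–BODIPY-GDP 250 nM, unlabeled GDP 50 uM; compound titration; 5 min RT; kinetic read ex480/em540 at 5-min intervals ×30 min; data normalized to 6.5 mM cAMP agonist control.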
Abeta yeast res: qHTS for compounds that reverse cellular toxicity of Amyloid beta (A-beta) peptide in yeast: Primary Screen; Potency, µM (doses to about 46.1 µM), without a hit: at the top dose growth rescue, usual class: activators; yeast expressing A-beta42, growth rescue, OD600, 48 h; response scale: 0% DMSO, 100% iron-clioquinol control; 410,000 tested, 0.063% active; also: potency is read from the fitted curve at half-maximal effect; nearly all actives have a fitted effect of over 55% in size
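Yeast growth medium received pinned compounds, then yeast cells expressing toxic A-beta were added; plates incubated at 30 C for 48 hr. Growth read as absorbance at 600 nm, normalized to DMSO and equimolar FeCl3 plus clioquinol controls.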
* = called active by the depositor; ? = inconclusive; · = not tested or not shown; & = joins results of further samples; [ ] = dose if it differs, or a comment. Unless noted, calls follow the shape of the dose curve; as a rule, active = well fitted curve in the direction sought with a large enough effect; inconclusive = small, poorly fitted or top-dose-only effect, or another doubt; inactive = no such curve, though single readings can be large; an effect the other way counts as inactive or inconclusive.

#1 CC1CCN(C(=O)c2[nH]cnc2C(=O)Nc2cccc(Cl)c2)CC1
#2 Cn1cc(CN2CCC(Oc3ccc(C(=O)N4CCCCC4)cc3)CC2)cn1
#3 Cc1ccnc(NC(=O)CCC(=O)N(CC(=O)NCc2ccc(F)cc2)CC2CCCO2)c1 (stereo not drawn)
#4 COC(=O)C1=CN(Cc2ccc(OC)cc2)C=C(C(=O)OC)C1c1cc(OC)c(OC)c(OC)c1
#5 COc1ccc(NC(=S)N(CCc2c(C)[nH]c3ccc(C)cc23)Cc2cccs2)cc1
#6 Cc1c(C(c2ccc(O)cc2)c2c(C)n(C)n(-c3ccccc3)c2=O)c(=O)n(-c2ccccc2)n1C
#7 O=c1ccc2cc3c(-c4ccccc4)coc3cc2o1
#8 COc1ccc(C(O)(CCN2CCCCC2)C2CCCCC2)cc1 (stereo not drawn)

entry no.,1,2,3,4,5,6,7,8
PI5P4K alpha inh,-3,-5,6,1,3,-1,-8,4
aSyn rescue,0%,-2%,-5%,-1%,9%,1%,7%,-28%
EPAC1 antag,2%,-23%,31%[activator],-23%,3%,?,-11%,-4%
FUS suppressor,-2%,2%,15%,31%,?,13%,-11%,31%
WRN inhibitor,4%,4%,9%,-1%[57.1 µM],-5%,-13%,1%[57.1 µM],-22%
PLK1 PBD inh,-13%,2%,-8%,-3%,-1%,-10%,-9%,-24%
IL-2 act,-0.6,0.0,-0.6,-0.1,-5.0,4.7,1.0,-6.2
EPAC1 ag,3%,0%,4%,15%,-6%,-1%,15%,9%
Abeta yeast res,-25%,18%,0%,-3%,9%,-9%,-22%,-18%

By substructure, the compounds so far containing an NH in an aromatic ring
#1 CC1CCN(C(=O)c2[nH]cnc2C(=O)Nc2cccc(Cl)c2)CC1
#5 COc1ccc(NC(=S)N(CCc2c(C)[nH]c3ccc(C)cc23)Cc2cccs2)cc1

entry no.,1,5
PI5P4K alpha inh,-3,3
aSyn rescue,0%,9%
EPAC1 antag,2%,3%
FUS suppressor,-2%,?
WRN inhibitor,4%,-5%
PLK1 PBD inh,-13%,-1%
IL-2 act,-0.6,-5.0
EPAC1 ag,3%,-6%
Abeta yeast res,-25%,9%

Next records follow.
#9 CCOC(=O)C1=C(O)C(=O)N(c2ccc(S(N)(=O)=O)cc2)C1c1ccc(Br)cc1 (stereo not drawn)
#10 Cc1ccc(NC(=O)CSc2n[nH]c(-c3cccnc3)n2)cc1Cl
#11 O=C1c2ccccc2C(=O)N1OCc1cccc(Cl)c1
#12 COc1ccc(OC)c(NC(=O)CCN2CCC(C)CC2)c1
#13 CCn1c(SCc2cc(=O)n3ccsc3n2)nc2ccccc21
#14 CS(=O)(=O)Nc1nc2n(n1)C(c1ccccc1)C=C(c1ccc(Br)cc1)N2 (stereo not drawn)
#15 CC(C)Cn1c(SCC(=O)Nc2cc(Cl)c(Cl)cc2Cl)nc(O)cc1=O
#16 Cc1nc(NC(C)C(=O)O)c2nc(C)oc2n1 (stereo not drawn)

entry no.,9,10,11,12,13,14,15,16
PI5P4K alpha inh,0,1,9,·,-22,-13,-30,-1
aSyn rescue,5%,-1%,2%,1%,23%,8%,2%,-1%
EPAC1 antag,-11%,6%,-2%,12%,-4%,33%[activator],-7%,-20%
FUS suppressor,22%,0%,-61%[inhibitor],12%,18%,·,13%,5%
WRN inhibitor,0%,5%,1%,-1%,-21%,-23%,-22%,2%
PLK1 PBD inh,-10%,-8%,-8%,-15%,-12%,-95%,-23%,-8%
IL-2 act,0.5,0.5,0.4,-2.5,-3.2,8.2,0.1,-0.6
EPAC1 ag,-1%,10%,-5%,5%,-1%,?,-17%,2%
Abeta yeast res,-6%,?,-5%,-11%,2%,4%,-9%,10%

#17 Cc1cc(C)c(C)c(S(=O)(=O)Nc2ccc(O)cc2)c1C
#18 O=C(c1ccc(S(=O)(=O)N2CCC(c3nc4ccccc4[nH]3)CC2)cc1)N1CCOCC1
#19 CCN(C(=O)c1ccc(NC(=O)Cc2ccccc2)cc1)c1ccccc1
#20 CC(=O)N(CCc1cccc(C)c1)Cc1cc2cc(C)ccc2[nH]c1=O
#21 Nc1c(-c2cccs2)nc2ccccn12
#22 Cc1ccc(N2C(=O)C(CN3CCCCC3)C2c2ccccc2)cc1 (stereo not drawn)
#23 O=C(Cn1c(NCCO)nc2ccccc21)c1ccccc1
#24 O=C(Cc1ccc(Cl)cc1)NC(=S)Nc1ccccc1N1CCOCC1

entry no.,17,18,19,20,21,22,23,24
PI5P4K alpha inh,-4,·,1,1,-11,1,-7,-3
aSyn rescue,9%,3%,5%,-2%,-10%,0%,-3%,1%
EPAC1 antag,4%,-3%,-15%,-26%,7%,19%,14%,-1%
FUS suppressor,-13%,18%,22%,-28%,-7%,-1%,-14%,·
WRN inhibitor,-2%,-1%[57.1 µM],-18%,-4%,5%,8%,11%,-10%
PLK1 PBD inh,-2%,-6%,-3%,-13%,-9%,-7%,-12%,2%
IL-2 act,-2.1,-3.4,1.1,-1.1,0.2,-2.9,0.1,-5.8
EPAC1 ag,-4%,8%,5%,0%,8%,-2%,-8%,-1%
Abeta yeast res,17%,-2%,14%,-7%,-17%,-12%,-21%,10%

#25 CC(C)NC(=O)c1cc(C2CCCCN2C(=O)c2ccccc2)on1 (stereo not drawn)
#26 CCCCCC(O)CCCC(=O)O (stereo not drawn)
#27 O=C(CSc1nnc(-c2ccco2)n1-c1ccccc1)NCCc1ccccc1
#28 CC(=O)O[C@H]1CC[C@@]2(C)[C@@H](CC[C@@H]3[C@@H]2CC[C@]2(C)[C@@H](C(C)(C)O)C[C@@H]32)C1
#29 O=C(NCCCn1ccnc1)C(=O)NCC1OCCCN1S(=O)(=O)c1ccc(F)cc1 (stereo not drawn)
#30 O=C(COC(=O)c1cccnc1Cl)NC1CCCCCC1
#31 Cc1ccc(C)c(NC(=O)COC(=O)Cn2c(C)csc2=O)c1
#32 O=C(N/N=C/c1cc(Br)cc(Br)c1O)c1cccc(N2CCCC2=O)c1

entry no.,25,26,27,28,29,30,31,32
PI5P4K alpha inh,-1,14,-5,28,3,5,4,-13
aSyn rescue,2%,8%&1%,-1%,10%,-3%,-5%,-6%,-7%
EPAC1 antag,-19%,7%,-9%,-19%,-3%,-5%,13%,-1%
FUS suppressor,-11%,-16%,-2%,-9%,-4%,13%,0%,6%
WRN inhibitor,1%,3%,-1%,2%,9%,-1%,-3%,-18%
PLK1 PBD inh,-1%,-10%,-11%,-4%,-9%,1%,-11%,22%
IL-2 act,-0.3,0.3,1.7,-2.5,-0.2,-0.7,-2.4,1.1
EPAC1 ag,-14%,-9%,8%,8%,7%,-7%,-3%,2%
Abeta yeast res,8%,-22%,6%,-10%,-9%,-11%,-1%,-17%

#33 COc1cc2c(cc1OC)CN(CC(=O)Nc1ccccc1C(=O)NCc1ccccc1)CC2
#34 CN(C)CCCn1c2c(c(SCC(=O)Nc3ccc4c(c3)OCO4)nc1=O)CCC2
#35 O=C1CC(C(=O)O)S/C(=N\NC(=O)c2ccccc2)N1 (stereo not drawn)
#36 CC(=O)c1cccc(CN2CCN(Cc3ccc(F)cc3)C(CCO)C2)c1 (stereo not drawn)
#37 CC(=O)N1CCCC(C)(C(=O)Nc2ccc3oc(C)nc3c2)C1 (stereo not drawn)
#38 CCN1CCN(CCNC(=O)c2ccc(CS(=O)(=O)c3c(Cl)cccc3Cl)o2)CC1
#39 COc1cc(OC)cc(C(=O)Nc2nc(CC(=O)NCCc3ccccc3)cs2)c1
#40 O=C(CSc1cccc2cccnc12)N/N=C/c1ccc(F)cc1

entry no.,33,34,35,36,37,38,39,40
PI5P4K alpha inh,2,-3,·,9,1,-2,-6,-5
aSyn rescue,-9%,-3%,1%,1%,-4%,-3%,7%,15%
EPAC1 antag,-14%,5%,7%,-22%,-7%,-23%,-6%,6%
FUS suppressor,23%,8%,12%,-15%,-26%,-14%,28%,-5%
WRN inhibitor,4%,-27%,-3%,-2%,-1%,0%,1%,-11%
PLK1 PBD inh,1%,-3%,-2%,-10%,-11%,-2%,-1%,-19%
IL-2 act,-0.6,0.8,-0.5,-2.5,0.4,-0.1,0.6,-0.8
EPAC1 ag,12%,-5%,0%,-1%,-1%,10%,7%,7%
Abeta yeast res,0%,-7%,1%,3%,-2%,-15%,34%,6%

#41 CN1CCCC(OC(=O)c2cccc(S(=O)(=O)N3CCCCCC3)c2)C1 (stereo not drawn)
#42 O=C1[C@H]2[C@@H](c3ccccc3)N[C@]3(CCCN(Cc4ccc(F)cc4)C3=O)[C@H]2C(=O)N1Cc1ccccc1
#43 COc1cc(/C=N/NC(=O)c2ccc(CSc3nc4ccccc4[nH]3)cc2)ccc1O
#44 COc1cccc(NS(=O)(=O)c2ccc3[nH]cc(C(=O)NCCC(C)C)c(=O)c3c2)c1

entry no.,41,42,43,44
PI5P4K alpha inh,-4,-5,-12,1
aSyn rescue,-2%,-4%,-2%,2%
EPAC1 antag,?,7%,-18%,11%
FUS suppressor,8%,?,23%,24%
WRN inhibitor,-14%,2%,-6%[57.1 µM],-8%
PLK1 PBD inh,-10%,0%,-5%,-2%
IL-2 act,-0.5,-2.3,1.2,4.8
EPAC1 ag,10%,-6%,-4%,-5%
Abeta yeast res,-4%,-3%,-6%,12%

From PubChem
